ATXN2 expr inh: inhibitors of ATXN2 expression; HEK-293 ATXN2-luciferase reporter, luminescence, 24 h; Potency, µM (top dose mostly 57 µM), inactives show at the top dose activity change, negative = inhibition, most hits filed as inhibitors; 360,000 compounds, 0.72% hits; AID 1745845; further: potency means the concentration at half of the fitted maximal effect; on the % scale 0 is the no-effect control and ±100 the full control effect; nearly all actives have a fitted effect of over 55% in size
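qHTS (up to 57 uM final) was run with 24 h compound exposure of reporter cells at 37 °C. Each well was multiplexed: SteadyGlo luminescence measured ATXN2-luciferase expression after a fluorogenic Gly-Phe-AFC viability readout (25 uM final).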
HepG2 tox: kills HepG2 cells in TGF-b inhibitor counter-screen. HepG2 CAGA-GFP viability, ATP luminescence, 18 h. Potency, µM (top dose mostly 46.1 µM), for inactives: at the highest dose activity change, negative = cytotoxicity, most hits filed as cytotoxic. 410,000 compounds, 0.76% hits; further: potency means the concentration at half of the fitted maximal effect; some results filed as inactive show a strong effect at the top dose
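HepG2 CAGA-GFP cells (1000/well, DMEM with 1% FBS) received compound, then TGF-beta at 500 pg/mL final, and were incubated 18 hours at 37 degrees C. Viability was read by CellTiter-Glo luminescence. Media-only wells were set as complete cell-killing and DMSO as no toxicity.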
TGFb inhibitor: TGF-b pathway inhibition | Potency, µM (doses to about 46.1 µM), for the others: at the highest dose activity, negative = inhibition, hits mostly inhibitors | 410,000 compounds, 1.2% hits | HepG2 CAGA-GFP TGF-b/SMAD3 reporter, GFP fluorescence, 18 h; TGF-beta stimulated, 500 pg/mL final; further: potency means the concentration at half of the fitted maximal effect; on the % scale 0 is the no-effect control and ±100 the full control effect; nearly all actives have a fitted effect of over 65% in size
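HEPG2 CAGA-GFP cells (1000/well, DMEM with 1% FBS) were pre-incubated 2 h at 37 degrees C, given compound by pin tool, then stimulated with TGF-beta at 500 pg/mL final for 18 h before per-cell GFP fluorescence imaging.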
Nrf2 block: blocks Nrf2 signaling. A549 ARE-Fluc reporter, luciferase luminescence, 18-24 h. Potency, µM (titrated, usually from 46 µM), without a hit: at the highest dose activity change, negative = inhibition, hits mostly inhibitors. 360,000 compounds, 2.1% hits; further: potency means the concentration at half of the fitted maximal effect; on the % scale 0 is the no-effect control and ±100 the full control effect; nearly all actives have a fitted effect of over 60% in size
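Cells were seeded and rested 2 h, then exposed to compounds for 18-24 h. CellTiter-Fluor was read first as a viability measure. BugLite was added 15 min before the final luminescent read of ARE-luciferase activity in A549 cells.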
A549 viability: kills or reduces viability of A549 cells in Nrf2 counter-screen; A549 ARE-Fluc cells, CellTiter-Fluor viability, 18-24 h; Potency, µM (titrated, usually from 46 µM), without a hit: at the top dose activity change, negative = cytotoxicity, usual class: inhibitors; 390,000 compounds, 0.16% hits; AID 504648; further: potency means the concentration at half of the fitted maximal effect; on the % scale 0 is the no-effect control and ±100 the full control effect
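Cytotoxicity counterscreen: CellTiter-Fluor fluorescence was measured in A549 ARE_Fluc cells after 18-24 h of compound exposure in a concentration series. The subsequent BugLite luminescent read reports ARE-luciferase activity.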
IL2 activator: activators of IL-2; IL-2 activation reporter assay, cell-based qHTS; stimulated with anti-CD3/CD4/CD28 beads; in transgenic mouse T cells; activation, % (series mostly up to about 46 µM); 360,000 compounds, 0.065% hits; AID 652025; in the data active means activation above about 50%; inconclusive means mostly about 30% to 49%; further: 0% is about no effect
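First, unstimulated transgenic mouse T cells were exposed to compound for 60 min. Next, anti-CD3/anti-CD4-coated beads with anti-CD28 were added. Finally, after 18 h at 37 degrees C, EGFP and DsRed were imaged.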
EPAC2 agonist: EPAC2 (human) agonism; EPAC2 activation, biochemical qHTS; response scale: 100% = 6.5 mM cAMP response; Potency, µM (highest dose often 154 µM), for the others: at the highest dose activation, usual class: activators; 360,000 compounds, 0.079% hits; AID 720711; further: potency means the concentration at half of the fitted maximal effect; nearly all actives have a fitted effect of over 50% in size
Target sequence (Q8WZA2 whole entry, looked up): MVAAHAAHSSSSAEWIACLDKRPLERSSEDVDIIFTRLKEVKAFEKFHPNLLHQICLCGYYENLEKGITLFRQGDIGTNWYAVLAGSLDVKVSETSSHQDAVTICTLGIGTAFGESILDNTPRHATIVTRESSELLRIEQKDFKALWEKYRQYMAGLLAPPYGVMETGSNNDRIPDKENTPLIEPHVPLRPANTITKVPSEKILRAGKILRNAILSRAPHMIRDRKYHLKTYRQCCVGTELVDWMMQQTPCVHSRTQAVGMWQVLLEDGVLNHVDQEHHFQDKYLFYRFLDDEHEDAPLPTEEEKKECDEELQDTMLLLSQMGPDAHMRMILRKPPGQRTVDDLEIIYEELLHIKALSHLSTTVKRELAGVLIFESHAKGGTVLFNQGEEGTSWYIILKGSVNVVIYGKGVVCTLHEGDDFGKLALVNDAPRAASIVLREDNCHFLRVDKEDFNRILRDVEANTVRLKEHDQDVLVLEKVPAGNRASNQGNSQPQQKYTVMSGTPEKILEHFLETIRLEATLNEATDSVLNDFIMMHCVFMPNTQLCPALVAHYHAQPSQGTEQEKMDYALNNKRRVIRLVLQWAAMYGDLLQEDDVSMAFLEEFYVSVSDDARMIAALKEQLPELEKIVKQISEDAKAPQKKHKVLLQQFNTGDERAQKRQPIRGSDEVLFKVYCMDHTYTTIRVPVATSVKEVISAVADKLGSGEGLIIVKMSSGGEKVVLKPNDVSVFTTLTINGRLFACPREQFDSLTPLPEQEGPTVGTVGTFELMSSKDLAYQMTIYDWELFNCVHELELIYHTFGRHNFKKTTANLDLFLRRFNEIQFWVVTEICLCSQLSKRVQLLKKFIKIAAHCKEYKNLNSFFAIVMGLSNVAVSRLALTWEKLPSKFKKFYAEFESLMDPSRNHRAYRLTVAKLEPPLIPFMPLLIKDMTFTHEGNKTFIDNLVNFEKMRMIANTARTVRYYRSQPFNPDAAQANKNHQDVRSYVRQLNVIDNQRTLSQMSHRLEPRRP
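Each well held 100 nM EPAC2, 250 nM RAP1B-BODIPY-GDP and 50 uM GDP. Fluorescence, read at 5-min intervals to 30 min, was referenced to a 6.5 mM cAMP positive control.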
ATXN viability: reduces viability in counter-screen for ATXN expression inhibitors; S2 cells (HEK-293 line with an ATXN2-luciferase reporter) viability, CellTiter-Fluor protease fluorescence, 24 h; Potency, µM (doses to about 56.7 µM), hits mostly cytotoxic; 400,000 compounds, 0.49% hits; further: potency means the concentration at half of the fitted maximal effect; nearly all actives have a fitted effect of over 40% in size
Nrf2 ARE act: activates Nrf2 signaling; AREc32 ARE-luciferase reporter (MCF7-derived line), luminescence, 24 h; AID 624171; Potency, µM (highest dose often 46.1 µM), inactives show at the highest dose activation, hits mostly activators; 410,000 compounds, 0.31% hits; further: potency means the concentration at half of the fitted maximal effect; % of control where 0% means no effect; nearly all actives have a fitted effect of over 65% in size
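For detection, Steady-Glo was added and plates sat 30 min at RT; before that, AREc32_Fluc cells grown overnight in OPTI-MEM/5% FBS had been treated with 23 nL compound for 24 hr at 37 deg C.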
* marks the source's active call; other numbers are inactive results; i = inactive; ? = inconclusive; · = no result given; [ ] = remark or other dose. Unless noted, the call rests on the fitted dose curve; in most records, active means well fitted curve in the direction sought with a large enough effect; inconclusive means small, poorly fitted or top-dose-only effect, or another doubt; inactive means no such curve, though single readings can be large; an effect the other way counts as inactive or inconclusive. Compounds were not picked by outcome; about 4.3% have a hit in one of these screens.

SMILES	ATXN2 expr inh	HepG2 tox	TGFb inhibitor	Nrf2 block	A549 viability	IL2 activator	EPAC2 agonist	ATXN viability	Nrf2 ARE act
COc1ccc(C(=S)N2CCN(C)CC2)cc1	4%	7%	-2%	-4%	7%	-0.2	4%	i	2.9%
COc1cc(CSc2nc(-c3ccccc3)cc(=O)[nH]2)cc(OC)c1	·	-24%	-9%	2%	2%	0.7	7%	i	4.2%
CC(C)[C@H](NC(=O)OCc1ccccc1)C(=O)NC(C=O)Cc1ccccc1 (stereo not given in full)	0%	3%	7%	3%	-5%	-0.5	1%	i	-1.0%
CC(C)(C)NC(=O)CN(C(=O)CN1C(=O)C(=O)c2ccccc21)C(C)(C)C	-6%[11.3 µM]	1%	5%	1%	0%	-1.0	4%	i	-0.2%
Cc1cccc(NC(=O)Cn2c(=O)n(CCc3ccccc3)c(=O)c3ccccc32)c1	-1%	-26%	-13%	14%	-3%	·	·	?	-0.2%
COC(=O)c1ccc(NC(=O)CN(Cc2ccc(Cl)cc2)S(C)(=O)=O)cc1	-7%	-10%	5%	-111%	?	-5.0	21%	i	4.9%
CCCCNC(=O)CCCn1c(=O)c2ccccc2n(Cc2cccc(Cl)c2)c1=O	-5%	-9%	?	6%	1%	·	·	i	0.0%
Cc1ccc(C2=NNC(=O)C(P(=O)(c3ccccc3)c3ccccc3)C2)cc1 (stereo not given)	·	0%	-1%	13%	14%	1.2	7%	i	-0.5%
CCOc1ccc(CCNC(=O)C2CC(=O)N(c3ccccc3OCC)C2)cc1OCC (stereo not given)	-13%	1%	-10%	5%	-4%	-0.5	8%	i	-0.5%
CC(=O)n1c(=O)oc2ccccc21	8%	8%	6%	2%	0%	-0.8	1%	i	4.1%
CCSc1ncc(/C=N/Nc2ccc([N+](=O)[O-])cc2)n1C	66%[activator]	-6%	?	·	-17%	0.4	-6%	i	3.7%
O=C1/C(=C/c2ccccc2)CCc2ccc(Cl)nc21	?	-35%	20µM*	-14%	10%	-5.0	7%	?	?
CCc1cccc(N=c2c([N+](=O)[O-])nn(-c3ccc4c(c3)OCCO4)n2O)c1	-31%	-7%	?	?	?	-5.2	3%	?	4.6%
Cc1ccc(-c2csc(NC(=O)c3ccc([N+](=O)[O-])o3)n2)cc1	-4%	14%	-1%	?	?	-3.3	2%	?	?
CCN1CCN(c2ncnc3c2nnn3Cc2ccccc2)CC1	2%	-25%	-1%	2%	-6%	-0.1	2%	i	-0.4%
O=C(/C(C=Nc1ccc(F)cc1)=C(/O)c1ccco1)C(F)(F)F	45%[activator]	-28%	-18%	?	-4%	0.5	-5%	i	?
Cc1ccc(S(=O)(=O)N(C)C)cc1NS(=O)(=O)c1ccc(Cl)s1	-18%	-5%	7%	?	1%	0.6	-1%	i	-0.5%
Cc1cc(=O)oc2cc(OCc3ccc(C(=O)OCC(=O)NC4CCS(=O)(=O)C4)cc3)ccc12 (stereo not given)	9%	5%	-19%	-4%	1%	3.5	-1%	i	0.5%
Cc1cc(C)cc(OCC(=O)OCC(=O)NC2CCCCCC2)c1	-3%	3%	-1%	0%	-1%	1.2	-10%	i	-0.9%
COc1ccc(N2CCN(C(c3cccs3)C(C)NC(=O)c3ccc4c(c3)OCO4)CC2)cc1 (stereo not given)	·	-13%	-1%	?	-16%	-1.8	3%	i	-0.4%
CC(=O)N1N=C(c2cccc([N+](=O)[O-])c2)OC1(C)c1cccs1 (stereo not given)	7%	-23%	3%	3%	-2%	-2.7	5%	i	5.4%
O=C(CN1CCCc2ccccc21)Nc1ccccc1[N+](=O)[O-]	-13%	30%	-2%	-8%	7%	1.8	19%	·	-0.3%
Clc1ccccc1-c1nn2c(COc3ccccc3)nnc2s1	-9%	-1%	13%	·	-1%	-0.5	2%	i	0.3%
CN(c1ccc(OCC(=O)Nc2nc(-c3ccccc3)cs2)cc1)S(=O)(=O)c1ccc(F)cc1	-14%	-33%	?	?	1%	-2.2	12%	i	-1.1%
CN(CC(=O)Nc1cccc(F)c1)CC(=O)Nc1ccccc1Oc1ccccc1	·	-10%	-10%	3%	14%	-0.5	16%	?	-1.1%
Cc1oc(-c2cccs2)nc1CN1CCN(CC(C)C)C(CCO)C1 (stereo not given)	-13%	3%	0%	-13%	3%	0.4	-2%	i	2.7%
O=S1(=O)c2cccc3cccc(c23)N1Cc1nnc(-c2ccccc2Br)o1	-9%	-48%	-18%	21µM*	-22%	-0.4	10%	i	3.7%
COc1ccc(C(=O)N2CCN(Cc3cc(=O)n4nc(-c5ccccc5C)sc4n3)CC2)cc1OC	4%	-17%	-30%	·	-3%	·	·	i	0.0%
O=C(NCc1ccccn1)c1ccc2ccccc2n1	9%	0%	4%	-17%	-11%	2.2	-4%	i	3.2%
NC(=O)c1c(NC(=O)Cn2cc([N+](=O)[O-])cn2)sc2c1CCCC2	-26%	6%	-3%	?	-6%	-0.4	12%	?	5.6%
O=C(CN1CCOCC1)Nc1ccc(Br)cc1	16%	-3%	7%	?	2%	4.1	5%	i	0.5%
CCn1c(Cc2ccc(OC)cc2)nc2ccccc21	-5%	-30%	-19%	?	5%	-1.0	8%	i	2.5%
COc1ccc(C(=O)NCc2nnc(SCC(=O)Nc3cc(C)cc(C)c3)o2)cc1OC	2%	-25%	3%	4%	-10%	-2.7	-9%	i	-0.6%
O=C(CN1C(=O)C2CCCCC2C1=O)Nc1cccc(C(F)(F)F)c1 (stereo not given)	3%	-16%	13%	?	6%	2.0	-1%	?	0.2%
COc1ccc(S(=O)(=O)Nc2nc3ccccc3nc2NCC2CCCO2)cc1 (stereo not given)	-2%	14%	-8%	-16%	-5%	-1.8	-2%	i	-0.5%
COC(=O)c1ccccc1NC(=S)NC(=O)C1CC1	12%	-2%	?	1%	-15%[1.84 µM]	-1.3	0%	i	-0.4%
CCCCCC/C(=N\NS(C)(=O)=O)c1ccccc1	-23%	-5%	0%	-3%	-5%	-0.7	-4%	i	0.0%
CCOc1ccc(NC(=O)CN(C)C(=O)C2(c3ccccc3)CC2)cc1OCC	0%	-1%	3%	-4%	-1%	1.2	5%	i	-0.2%
COc1ccc(C2(C)NC(=O)N(CC(=O)Nc3ccc(Br)c(C)c3)C2=O)cc1OC (stereo not given)	-35%	-7%	-5%	?	1%	-0.2	6%	i	2.4%
O=C(C1=C[C@@H](c2coc3ccccc3c2=O)C[C@@H](OCCCCO)O1)N1CCN(Cc2ccccc2)CC1	-11%	-13%	-14%	-21%	18%	-0.4	8%	i	0.1%
CCOC(=O)Nc1cc(N)ncn1	1%	5%	7%	0%	0%	-3.3	0%	i	-0.3%
COc1ccc(CN(C)C(=O)c2cc(-c3ccc(OC)c(OC)c3)nc3ccccc23)c(OC)c1	-20%	-26%	-15%	?	2%	-2.2	22%	i	2.8%
CC(C)C[C@H]1CNC(=S)N1C[C@H]1CCCN1C[C@H](Cc1ccc(O)cc1)N1C[C@H](Cc2ccccc2)N(CC2CCCCCC2)C1=S	0%	-20%	?	·	·	0.1	-1%	?	-1.1%
Cc1ccc(-c2onc3ccc(Cl)cc23)cc1	25%	1%	-43%	20%	6%	2.2	-3%	i	0.8%
O=C(COC(=O)c1ccc(Cl)c(S(=O)(=O)N2CCCC2)c1)NCc1ccccc1	-4%	-15%	14%	?	-2%	-0.4	2%	i	-0.9%
COc1cccc(-c2nc(SCc3cc(=O)c4ccc(C)c(C)c4[nH]3)n[nH]2)c1	?	2%	-3%	·	10%	·	·	i	1.9%
COC(=O)Cn1cc(C(=O)C(F)(F)F)c2ccccc21	-2%	-3%	6%	?	-20%	-2.7	-2%	i	-0.6%
Brc1ccc2c(c1)CN1CCCC1=N2	·	0%	4%	-20%	-13%	-2.7	3%	i	-0.5%
Cc1nnc(N(C(=O)c2cnccn2)c2ccccc2)s1	1%	-17%	0%	3%	8%	-0.8	6%	i	0.3%
COc1ccc(S(=O)(=O)N2CCOC23CCN(S(=O)(=O)c2cccs2)CC3)cc1	5%	-7%	1%	3%	-1%	-1.1	-1%	i	-0.8%
O=C(c1ccc(Br)cc1)N1CCC(C(=O)N2CCN(Cc3ccccc3)CC2)CC1	1%	-1%	-14%	-5%	-8%	-4.1	4%	i	-0.8%
COC(=O)CC[C@@H](C(=O)O)N1C(=O)c2ccccc2C1=O	5%	1%	10%	-10%	-14%	-0.3	-3%	i	-0.8%
CC(=O)Nc1ccc(NC(=O)COC(=O)Cc2cccs2)cc1	0%	-13%	-2%	?	-9%	0.7	2%	i	-0.3%

High-throughput results from PubChem BioAssay.
